Redox H2O2 prof: compounds producing H2O2 with reducing agent – biochemical, NIH compound library profiling, artefact control for MLSCN library redox annotation, primary screen. AID 878. 0.03% of 200,000 active. DTT-dependent redox cycling H2O2, phenol red/HRP absorbance; 100% = 100 µM peroxide control, 0% = buffer. activation, % at 10 µM;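 active = activation of at least 50% relative to the plate's high and low controls in the primary single-dose screen; inactive = activation below 50%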;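 note: compound incubated with DTT at 0.8 mM final as the reducing agent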
TLR4-MyD88 BLA: inhibitors of human TLR4-MyD88 binding; HeLa CL3-4 TLR4/MyD88 BLA complementation, FRET ratio; inhibition, % at 8.4 µM; 0.18% of 200,000 active; AID 861; in the data active = inhibition above about 25%;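 note: 0% = vehicle and 100% = reference inhibitor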
G6PDH CS: inhibits Leuconostoc G6PDH, flagging false hits in G6PDH-based assays. inhibition, % at 5 µM. 0.12% of 200,000 active. AID 1020. Purified L. mesenteroides G6PDH, diaphorase/resazurin coupled fluorescence, 45 min
S1P3 antag: S1P3 (human) receptor antagonism. 0.27% of 170,000 active. inhibition, % at 4.98 µM. CHO S1P3 NFAT-BLA reporter, FRET fluorescence, antagonist mode. Q99500. AID 485;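 active = inhibition above the plate cutoff, the mean inhibition of test wells on that plate plus 3 SD, cut at about 28% in these data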;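 note: cells challenged with S1P at its EC80 of 0.8 µM; blue over green emission ratio from cleaved BLA substrate after 4 h stimulation; 0% = S1P-stimulated wells and 100% = unstimulated DMSO-only wells; some compounds past the cut are filed as inactive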
Target sequence (Q99500 whole entry, looked up): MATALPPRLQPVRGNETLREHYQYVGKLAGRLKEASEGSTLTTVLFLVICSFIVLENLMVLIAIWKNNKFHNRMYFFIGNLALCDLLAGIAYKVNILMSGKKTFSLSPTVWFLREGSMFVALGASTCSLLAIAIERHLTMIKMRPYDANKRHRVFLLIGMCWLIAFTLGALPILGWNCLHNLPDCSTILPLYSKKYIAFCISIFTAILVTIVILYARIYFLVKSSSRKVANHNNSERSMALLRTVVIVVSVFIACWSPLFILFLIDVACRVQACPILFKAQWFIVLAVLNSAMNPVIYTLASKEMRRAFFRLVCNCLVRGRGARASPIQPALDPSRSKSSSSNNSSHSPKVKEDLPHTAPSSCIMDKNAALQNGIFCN
Diaphorase act: activates diaphorase or chemically reduces, flagging diaphorase assay artifacts; 0.005% of 190,000 active; activation factor at 20 µM; Diaphorase/resazurin coupled assay, resorufin fluorescence, 16 min; stronger effect = higher value; 1 = vehicle wells, 0 = NADH-free wells;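 active = diaphorase activity raised at least twofold by the compound at 20 µM; inactive = activation factor below 2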
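Material: bacterial diaphorase enzyme (C. kluyveri); amount: enzyme 0.07 U/mL final; reagent: NADH substrate 0.114 mM plus resazurin dye 0.1 mM, final; doses: single compound dose of 20 µM, 1% DMSO final; timing: 16 min enzyme reaction, ambient temperature; measured by: fluorescence of resorufin, 544 nm excitation, 590 nm emission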
PMI act hi M6P: activators of human phosphomannose isomerase at near-saturating mannose 6-phosphate | P34949 | coupled PMI enzyme assay, resazurin fluorescence, 20 min; stronger effect = higher value; 1 = untreated enzyme, 0 = substrate-free blank | activation factor at 20 µM | 0.34% of 190,000 active;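 active = activation factor of 2 or more at 20 µM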
Target sequence (P34949 whole entry, looked up): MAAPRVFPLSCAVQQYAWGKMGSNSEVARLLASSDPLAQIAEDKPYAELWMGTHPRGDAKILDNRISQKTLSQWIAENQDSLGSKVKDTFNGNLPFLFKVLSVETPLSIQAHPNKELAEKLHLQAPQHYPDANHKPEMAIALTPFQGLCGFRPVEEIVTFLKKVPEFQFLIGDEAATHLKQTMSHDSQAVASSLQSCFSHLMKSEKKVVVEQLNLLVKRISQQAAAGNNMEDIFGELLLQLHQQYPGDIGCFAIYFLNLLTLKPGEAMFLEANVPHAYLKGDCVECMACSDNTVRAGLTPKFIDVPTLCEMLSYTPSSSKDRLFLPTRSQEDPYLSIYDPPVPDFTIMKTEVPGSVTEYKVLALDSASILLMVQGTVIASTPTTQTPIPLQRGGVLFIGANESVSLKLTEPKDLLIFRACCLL
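Test system: human PMI in coupled enzyme assay; Input: PMI at 15 ng/mL final; Medium: HEPES buffer, pH 7.4; Schedule: 20 min incubation at room temperature; Technique: resorufin fluorescence at Ex 544/Em 590 nm; Compound: 20 µM single dose; Probe or stimulus: Near-saturating mannose-6-phosphate, 1.0 mM.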
PMI activator: activators of human phosphomannose isomerase | purified human PMI, coupled resazurin fluorescence, 20 min; stronger effect = higher value; 1 = vehicle control, 0 substrate-free wells | 0.005% of 190,000 active | AID 1214 | P34949 | activation factor at 20 µM;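 active = activation factor of 2 or more at 20 µM, relative to plate controls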
Lmaj promast: Leishmania major promastigote growth inhibition; Leishmania major promastigotes, resazurin fluorescence viability; inhibition, % at 10 µM; 9% of 200,000 active; AID 1063;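 note: promastigotes grown with compound for 44 hours at 28 °C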
Hsp70 act: transcriptional activators of Hsp70 | HeLa Hsp70 promoter luciferase reporter, luminescence; scaled: vehicle 0, proteasome-inhibitor control 100% | activation, % at 10 µM | 0.04% of 200,000 active | AID 1203;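 active = activation above the mean across all tested compounds plus 3 SD, cutoff set per campaign, cut at about 5.5% in these data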;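 note: 100% = MG132 at 30 µM as the positive control and 0% = DMSO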
Diaph inh CS: diaphorase inhibition or chemical oxidation counter-screen; 0.69% of 190,000 active; AID 1217; diaphorase resazurin-to-resorufin fluorescence, NADH, 16 min; bacterial (C. kluyveri) enzyme, not human; inhibition, % at 20 µM;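 active = primary screen inhibition at 20 µM above a set limit, cut at about 50% in these data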;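 note: plate controls were DMSO with full reaction for no effect and wells lacking NADH for full effect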
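System: Bacterial diaphorase enzyme (C. kluyveri) | Incubation: 16-min room-temperature incubation before reading | Benchmarks: No-NADH positive control and DMSO neutral control | Measured by: Resorufin fluorescence 544/590 nm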
RAM inhibit: blocks the yeast RAM network | S. cerevisiae dse1pr::URA3 reporter, 5-FOA growth OD615, 2 d; analog-sensitive cbk1-as2 kinase mutant strain | inhibition, % at 50 µM | 1.8% of 190,000 active;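 active = inhibition above a set limit, 3 SD over mean compound inhibition, cut at about 8.4% in these data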;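 note: 0% = DMSO-only wells with no growth and 100% = 10 µM 1-NA-PP1 full growth; inhibition rescues growth on 5-FOA so higher OD means more RAM inhibition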
* hit, by the source's call; / = not tested or not shown. Cut-off read from the data, not from the text of the source, unless noted: active = inhibition above about 50%; inactive = the rest.

#	SMILES	Redox H2O2 prof	TLR4-MyD88 BLA	G6PDH CS	S1P3 antag	Diaphorase act	PMI act hi M6P	PMI activator	Lmaj promast	Hsp70 act	Diaph inh CS	RAM inhibit
1	COc1ccc(C(C)(C)C)cc1NC(=O)COC(=O)c1cnc(C)cn1	1.1	3	6	/	0.9	1.1	1	8	-0.3	8	1.1
2	CC(C)c1ccc(NC(=O)COc2nncc3ccccc23)cc1	2.2	4	0	-11	1	0.9	0.9	-4	-0.3	-1	2.4
3	CN(c1ccccc1C(=O)Nc1ccc(S(=O)(=O)N2CCOCC2)cc1)S(C)(=O)=O	-0.7	-13	8	-7	0.8	1	1	0	0.0	16	1.1
4	Cc1ccc(S(=O)(=O)N(C)C)cc1NC(=O)[C@H](Cc1ccccc1)N1C(=O)c2ccccc2C1=O	-0.2	-5	1	-13	0.8	0.9	1	-7	-0.3	16	3.8
5	O=C(CC1S/C(=N/N=C/c2c[nH]c3ccccc23)NC1=O)Nc1ccccc1 (stereo unspecified)	-0.2	13	-5	-12	0.9	0.9	1	79*	-0.1	11	6.0
6	CN(C)/N=C/c1ccc([N+](=O)[O-])cc1[N+](=O)[O-]	-0.9	2	8	-2	0.9	0.9	1.1	27	0.0	15	1.1
7	CCN(CC)CCNC(=O)C(C)c1nn(C)c(=O)c2ccccc12 (stereo unspecified)	-2.9	1	-5	/	0.9	1.1	1	-6	0.4	6	1.4
8	N=c1c(C(=O)NCc2ccco2)cc2c(=O)n3ccccc3nc2n1CCc1ccccc1	-3.9	-2	3	-16	0.7	0.7	0.9	3	0.3	26	-0.5
9	Fc1ccc(OCc2nc(-c3cccs3)no2)cc1	0.3	-11	8	-5	1	1	0.9	-4	-0.1	-1	3.0
10	CCOC(=O)N1CCN(Cc2cn3ccccc3n2)CC1	0.7	-4	0	/	0.8	1	0.9	-4	-0.1	22	0.9
11	CCn1c(=O)n(CC)c2cc(S(=O)(=O)N3CCC(c4ccccc4)CC3)ccc21	3.3	-1	-7	-8	0.8	0.9	0.8	-6	-0.2	24	1.7
12	O=C(COC(=O)c1cc(S(=O)(=O)NCc2ccccc2)ccc1O)NCc1ccccc1	0.3	-6	6	/	0.9	0.9	0.9	-5	-0.2	13	6.5
13	CCOc1ccc(-c2nc(S(=O)(=O)c3ccccc3)c(N3CCOCC3)o2)cc1	0.7	7	5	-14	0.9	1	1.1	17	-0.1	9	1.1
14	CCOCCCn1c(SCC(=O)/C(C#N)=C(\C)N)nc2ccccc2c1=O	0.1	-2	10	-18	0.9	1	0.9	23	-0.1	9	4.6
15	CC1CCCN(Cc2cnc(Cl)s2)C1 (stereo unspecified)	1.8	0	2	/	0.8	0.8	0.8	-6	-0.3	18	0.3
16	O=C1OC(/C=C/c2ccccc2)=NC/1=C/C=C/c1ccccc1	-0.1	-4	-27	0	0.9	1.1	1	-6	0.2	9	7.0
17	O=C(c1ccccc1)C(Sc1ncn[nH]1)c1ccccc1 (stereo unspecified)	2.4	1	2	20	0.9	1.2	0.6	0	-0.4	7	0.7
18	CSc1nc(N2CCN(c3ccccc3)CC2)cc(N2CCN(c3ccccc3)CC2)n1	-0.2	3	-13	-9	0.9	1	1	21	-0.4	7	2.1
19	Cc1cccc(N=C2NC(=O)/C(=C/c3cn(C)c4ccccc34)S2)c1	0.3	5	-9	-2	0.7	0.9	0.8	11	-0.4	28	3.5
20	COc1ccc(OCC(=O)Nc2cccc(-c3nc4ccccc4[nH]3)c2)cc1	-3.0	-5	0	/	0.7	0.9	0.8	20	-0.3	28	-0.5
21	CCOc1ccc(NC(=S)NC(=O)c2c(Br)cnn2C)c([N+](=O)[O-])c1	-0.8	-2	-4	-6	0.9	0.9	0.9	-6	-0.3	10	2.2
22	O=C(Cn1cnc2c(nnn2Cc2ccccc2)c1=O)N1CCN(c2ccccc2)CC1	0.1	6	-18	11	0.9	0.9	0.9	41	0.0	11	1.8
23	Cc1ccc(-c2c(C)n([O-])c3c([n+]2=O)CCCC3)o1	2.6	-13	10	/	1	1	1.1	-3	-0.2	-2	1.3
24	CS(=O)(=O)N(CC(=O)NC1CC1)c1cccc(F)c1	-0.5	-2	-3	/	1	1	0.9	-4	-0.1	4	3.3
25	COc1ccc(C(=O)NNC(=S)NC(=O)c2ccco2)cc1	-1.5	-8	5	/	0.7	1	1	7	-0.4	27	1.6

Record cards, from the list above.
Fc1ccc(OCc2nc(-c3cccs3)no2)cc1 across the screens: Redox H2O2 prof: 0.3; TLR4-MyD88 BLA: -11; G6PDH CS: 8; S1P3 antag: -5; Diaphorase act: 1; PMI act hi M6P: 1; PMI activator: 0.9; Lmaj promast: -4; Hsp70 act: -0.1; Diaph inh CS: -1; RAM inhibit: 3.0
CCn1c(=O)n(CC)c2cc(S(=O)(=O)N3CCC(c4ccccc4)CC3)ccc21 across the screens: Redox H2O2 prof: 3.3; TLR4-MyD88 BLA: -1; G6PDH CS: -7; S1P3 antag: -8; Diaphorase act: 0.8; PMI act hi M6P: 0.9; PMI activator: 0.8; Lmaj promast: -6; Hsp70 act: -0.2; Diaph inh CS: 24; RAM inhibit: 1.7

Next compounds follow:
#	SMILES	Redox H2O2 prof	TLR4-MyD88 BLA	G6PDH CS	S1P3 antag	Diaphorase act	PMI act hi M6P	PMI activator	Lmaj promast	Hsp70 act	Diaph inh CS	RAM inhibit
26	CN(C(=O)CSc1nnc(-c2cccs2)o1)C1CCS(=O)(=O)C1 (stereo unspecified)	-0.4	-13	-5	-4	0.9	1	0.9	5	-0.1	10	-1.0
27	CCOC(=O)C1C(c2cccc([N+](=O)[O-])c2)C2C(=O)NN=C2CC1(C)O (stereo unspecified)	2.2	0	5	-16	0.9	1.1	1.1	-5	-0.2	5	1.4
28	O=C(COc1ccccc1)NNC(=O)c1cccs1	-0.1	11	2	-10	0.9	1	0.9	-8	-0.1	10	1.6
29	O=C(Nc1ccccc1N1CCN(c2ccccc2)CC1)C12CC3CC(CC(C3)C1)C2	1.4	0	7	/	1.1	1	1	98*	-0.2	-6	2.5
30	CSCCC1NC2(C(=O)Nc3c(Cl)cccc32)[C@@H]2C(=O)N(C3CCCC3)C(=O)[C@H]12 (stereo partly specified)	-0.1	9	3	-14	0.8	1	1	14	-0.1	16	1.9
31	O=C(Cn1cccc1C(=O)c1ccccc1)NCCCN1CCc2ccccc2C1	0.9	-5	-2	-13	1	1	1	11	-0.1	4	1.1
32	CCCc1n[nH]c(=O)[nH]1	-0.2	2	5	-43	0.9	1	1	-5	-0.2	14	1.7
33	O=S(=O)(c1ccc(OCC(O)CN2CCN(c3ccccc3)CC2)cc1)N1CCOCC1 (stereo unspecified)	3.0	-5	-27	0	0.8	0.8	0.9	-1	-0.5	21	0.7
34	Cc1cc(NC(=O)c2cc(C(C)C)on2)nn1Cc1ccc(Cl)cc1	0.1	10	7	/	1	1	1	71*	0.0	3	9.3*
35	CCOC(=O)c1ccc(NC(=O)Cn2nnc(-c3ccccc3)n2)cc1	-4.0	-4	9	-17	1	1.1	0.9	3	-0.1	-1	5.6
36	Cc1cc(NC(=O)CSc2nc(-c3ccccc3Cl)nc3c2c(=O)n(C)c(=O)n3C)no1	0.2	-15	-1	-23	1	1.1	1.1	0	-0.1	2	6.1
37	Cc1ccc(N=Nc2c(N)[nH]n3c(=O)cc(C)nc23)cc1	0.1	-7	-2	6	0.8	0.6	0.8	2	-0.2	21	1.3
38	COc1ccccc1CNC(=O)Cc1ccc(C)cc1	-0.1	13	0	-24	0.8	0.9	0.9	-5	0.1	17	-0.9
39	O=C(O)Cn1nnc(-c2cccs2)n1	0.7	8	2	13	1	1.1	1	-5	-0.2	0	0.1
40	COc1ccc(S(=O)(=O)NC2CC3CCC2C3)cc1Cl (stereo unspecified)	2.3	-10	2	12	1	1	1	2	0.1	-2	-0.5
41	CCN(CC)c1ccc(NC(=S)Nc2ccc(F)cc2)cc1	-0.5	5	3	-20	0.5	0.3	0.5	23	0.0	47	2.7
42	O=C(Nc1cc(S(=O)(=O)Nc2ccc(Cl)cc2)ccc1N1CCCCC1)c1ccc(F)cc1Cl	-0.4	2	13	-5	0.8	0.9	0.7	37	-0.2	24	5.0
43	COc1ccc(C(C(=O)NC2CCCCC2)N(C(=O)c2cccs2)c2ccc3c(c2)OCO3)cc1 (stereo unspecified)	2.9	23	8	/	1	1	1.1	24	-0.3	-2	2.6
44	NNC(=O)CCN1CCCCC1	-0.4	-13	-4	-8	1.1	1.1	1.1	-3	-0.3	-6	1.3
45	O=c1c2ccccc2[nH]c(=S)n1CCCN1CCN(C2CCCCC2)CC1	0.5	-4	-37	70*	0.7	0.9	0.9	98*	0.0	28	2.8
46	O=C1C2CCCN2c2ccc(S(=O)(=O)N3CCOCC3)cc2N1Cc1ccccc1F (stereo unspecified)	1.7	4	4	/	1	1.1	1	-4	-0.3	2	3.0
